Compound activity from PubChem BioAssay.
TrxR1 inh = qHTS Assay for Inhibitors of Mammalian Selenoprotein Thioredoxin Reductase 1 (TrxR1): qHTS; recombinant rTrxR1, NADPH fluorescence consumption, selenite substrate; 390,000 compounds, 1% hits; Potency, µM (highest dose often 114 µM), for the others: at the top dose activity change, negative = inhibition, actives largely listed as inhibitors; further: on the % scale 0 is the no-effect control and ±100 the full control effect; nearly all actives have a fitted effect of over 65% in size
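Rat TrxR1 (90 nM in the dispensed reagent) was pre-reduced with 400 uM NADPH for 5 min at room temperature, then incubated with compound for 15 min. After 400 uM selenite was added, NADPH fluorescence (Ex 340/Em 450 nm) was followed for 8 min.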
Tb PGK inh = qHTS Assay to Find Inhibitors of Phosphoglycerate Kinase | PGK/GAPDH coupled, Kinase-Glo luminescence, 60 min | Potency, µM (doses to about 57.5 µM), without a hit: top-dose activity change, negative = inhibition, actives largely listed as inhibitors | AID 602233, 2012 | 380,000 compounds, 0.043% hits; further: on the % scale 0 is the no-effect control and ±100 the full control effect; nearly all actives have a fitted effect of over 60% in size
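Recombinant glycosomal PGK reaction used 1,3-bisphosphoglycerate generated in-well by GAPDH (100nM final) in 100mM TEA pH 7.6, 5mM MgCl2, 0.01% Tween-20. After 60 minutes at room temperature, ATP was read by Kinase-Glo Plus luminescence end-point.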
12-LOX inh = Primary qHTS assay for inhibitors of human arachidonate 12S-lipoxygenase (ALOX12): Round 2 | Polyunsaturated fatty acid lipoxygenase ALOX12 (Homo sapiens), P18054 | purified 12hLO, xylenol orange hydroperoxide absorbance | Potency, µM (doses to about 108 µM), for the others: at the top dose activity change, negative = inhibition, actives largely listed as inhibitors | 580,000 compounds, 1.1% hits; further: on the % scale 0 is the no-effect control and ±100 the full control effect
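Purified human 12hLO at 150 nM in 25 mM Hepes, 0.01% Triton X-100, pH 7.0, preincubated 15 min at room temperature with compound. Reaction started with 40 uM arachidonic acid, 30 min at room temperature. Hydroperoxide measured by Fe-xylenol orange, 573/405 nm absorbance ratio.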
GLS inhibitor = qHTS for Inhibitors of Glutaminase (GLS) | Glutaminase kidney isoform, mitochondrial (Homo sapiens), O94925 | GLS enzymatic activity, qHTS titration | Potency, µM (top dose mostly 45.5 µM), without a hit: top-dose activity change, negative = inhibition, hits mostly inhibitors | 410,000 compounds, 0.21% hits; further: on the % scale 0 is the no-effect control and ±100 the full control effect
Target sequence (O94925 whole entry, looked up, canonical isoform): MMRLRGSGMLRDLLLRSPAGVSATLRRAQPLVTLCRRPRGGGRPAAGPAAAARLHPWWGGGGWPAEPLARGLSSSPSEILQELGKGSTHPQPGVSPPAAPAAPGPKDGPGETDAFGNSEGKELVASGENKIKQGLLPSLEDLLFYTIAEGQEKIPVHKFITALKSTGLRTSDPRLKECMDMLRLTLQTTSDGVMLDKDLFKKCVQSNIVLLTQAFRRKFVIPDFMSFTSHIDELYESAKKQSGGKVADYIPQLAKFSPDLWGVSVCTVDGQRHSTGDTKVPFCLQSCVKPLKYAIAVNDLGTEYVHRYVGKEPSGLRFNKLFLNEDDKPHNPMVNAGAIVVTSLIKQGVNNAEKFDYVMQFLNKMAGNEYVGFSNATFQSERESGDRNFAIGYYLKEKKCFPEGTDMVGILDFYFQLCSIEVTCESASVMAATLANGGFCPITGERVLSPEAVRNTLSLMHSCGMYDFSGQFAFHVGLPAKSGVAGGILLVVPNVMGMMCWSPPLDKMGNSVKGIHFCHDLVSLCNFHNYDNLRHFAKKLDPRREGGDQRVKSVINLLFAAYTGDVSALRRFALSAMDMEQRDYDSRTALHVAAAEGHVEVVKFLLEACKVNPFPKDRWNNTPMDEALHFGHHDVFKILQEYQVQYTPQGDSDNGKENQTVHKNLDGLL
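Compounds were pin-transferred onto hKGA, after which L-glutamine (1 mM solution) and a detection mix of glutamate oxidase, HRP and Amplex Red were added. Initial and 30 min RT fluorescence reads were collected.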
Pin1 inh = qHTS Assay to Find Inhibitors of Pin1 | 390,000 compounds, 0.009% hits | Potency, µM (highest dose often 115 µM), for inactives: top-dose activity, negative = inhibition, most hits filed as inhibitors | Pin1 FP peptide displacement, HiFluor488, 10 min; active means well fitted inhibition curve with a large enough effect in the polarisation, with a control signal flat, not every such curve was filed as active; inconclusive means small, poorly fitted or top-dose-only effect, or effect the other way, or a change in a side signal; inactive means no such curve, though single readings can be large or run the other way; the % refers to the polarisation; further: on the % scale 0 is the no-effect control and ±100 the full control effect
ERG Ets-DNA blk = qHTS for Small Molecule Inhibitors of the ERG Ets/DNA interaction | Potency, µM (titrated, usually from 76.9 µM), without a hit: top-dose FP activity, negative = inhibition, usual class: inhibitors | AID 624246, 2012 | Transcriptional regulator ERG (Homo sapiens), P11308 | 370,000 compounds, 0.028% hits | fluorescence polarization, His-ERG Ets domain / labelled DNA; active means well fitted inhibition curve with a large enough effect in the polarisation, with a control signal flat; inconclusive means small, poorly fitted or top-dose-only effect, or effect the other way, or a change in a side signal; inactive means no such curve, though single readings can be large or run the other way; the % refers to the polarisation;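 further: polarization taken with two DNA probes labelled with fluorescein and Texas red; % of control where 0% means no effect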
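His-tagged ERG Ets domain (1 uM in the protein solution; 300mM KCl, 50mM Tris-HCl, 1mM EDTA, 1mM DTT, pH 7.5) received compound, then a probe mix of 5 nM fluorescein-DNA and 100nM Texas-615-DNA. Fluorescence polarization was read for both dyes.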
RGS4 inhibitor = Inhibitors of Regulator of G Protein Signaling (RGS) 4: qHTS | Regulator of G-protein signaling 4 (Homo sapiens), P49798 | AID 504845, 2011 | Transcreener GDP fluorescence polarization, RGS4-accelerated GTP hydrolysis | Potency, µM (doses to about 114 µM), for inactives: top-dose activity change, negative = inhibition, hits mostly inhibitors | 390,000 compounds, 0.039% hits; further: on the % scale 0 is the no-effect control and ±100 the full control effect; nearly all actives have a fitted effect of over 75% in size; some results filed as inactive show a strong effect at the top dose
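MLSMR compounds (23 nl, pin-transferred) preincubated 10 min at room temperature with a 500nM (2x) first reagent, then RGS4 at 900nM (2x) plus Transcreener GDP mix added; fluorescence polarization (620/688 nm) read before and after 90 min at 30 °C.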
HP1b chromo inh = HTS for Inhibitors of HP1-beta Chromodomain Interactions with Methylated Histone Tails; 390,000 compounds, 0.56% hits; AID 540317, 2011; AlphaScreen HP1-beta / biotin-H3K9me3 peptide binding; Potency, µM (series often up to 114 µM), inactives show top-dose activity change, negative = inhibition, usual class: inhibitors; Chromobox protein homolog 1 (Homo sapiens), P83916; further: nearly all actives have a fitted effect of over 70% in size; inactives centre near 23
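AlphaScreen: HP1-beta (50 nM) preformed 30 min with biotin-H3(1-18)K9me3 peptide (50 nM) in PBS pH 7.4, 0.01% Tween-20. Compound added for 30 min at RT, then streptavidin donor/nickel chelate acceptor beads (10 ug/mL) for 30 min.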
JMJD2A Tudor inh = qHTS Assay for Inhibitors of JMJD2A-Tudor Domain | AlphaScreen JMJD2A-Tudor / H3K4me3 peptide binding | 390,000 compounds, 4.4% hits | Potency, µM (doses to about 114 µM), for the others: top-dose activity change, negative = inhibition, actives largely listed as inhibitors; further: on the % scale 0 is the no-effect control and ±100 the full control effect; nearly all actives have a fitted effect of over 50% in size
* hit, by the source's call; i = inactive; ? = inconclusive; nt = not tested or not shown; & = joins results of further samples; [ ] = remark or other dose. Unless noted, the call rests on the fitted dose curve; in most records, active means well fitted curve in the direction sought with a large enough effect; inconclusive means small, poorly fitted or top-dose-only effect, or another doubt; inactive means no such curve, though single readings can be large; an effect the other way counts as inactive or inconclusive. Potency means the concentration at half of the fitted maximal effect.

The opening 2 entries as a preview:
HP1b chromo inh,ERG Ets-DNA blk,JMJD2A Tudor inh,Pin1 inh,12-LOX inh,RGS4 inhibitor,GLS inhibitor,TrxR1 inh,Tb PGK inh,molecule
105%[activator],5%,39%[activator],?,2%,-19%,2%,-8%,-1%,COc1nc(-c2ccccc2)ccc1-c1noc(-c2ccccc2)n1
14%&32%,9%&0%,-11%&-1%,6%&-9%,-5%&-16%,3%&-21%,-8%&1%,11%,-6%,CC(=O)Nc1ccc(S(=O)(=O)NCC2CCC(C(=O)NCCCOC(C)C)CC2)cc1 (stereo unspecified)

Main list, repeating the preview:
HP1b chromo inh,ERG Ets-DNA blk,JMJD2A Tudor inh,Pin1 inh,12-LOX inh,RGS4 inhibitor,GLS inhibitor,TrxR1 inh,Tb PGK inh,molecule
105%[activator],5%,39%[activator],?,2%,-19%,2%,-8%,-1%,COc1nc(-c2ccccc2)ccc1-c1noc(-c2ccccc2)n1
14%&32%,9%&0%,-11%&-1%,6%&-9%,-5%&-16%,3%&-21%,-8%&1%,11%,-6%,CC(=O)Nc1ccc(S(=O)(=O)NCC2CCC(C(=O)NCCCOC(C)C)CC2)cc1 (stereo unspecified)
44%[activator],0%,-10%,-1%,-21%,0%,-8%,4%,-9%,CC(C)(C)OC(=O)N1CCC(c2c(C(=O)N3CCN(c4ncccn4)CC3)cnn2-c2cccc(F)c2)CC1
4%,0%,-32%,0%,-38%,8%,16%,11%,-1%,Cc1ccc(C)c(Cn2nnc3c(=O)[nH]c(C4CCCN(C(=O)C5CCC5)C4)nc32)c1 (stereo unspecified)
33%,-16%,1%,-7%,-77%,-3%,-7%,5%,-3%,COc1ccc(S(=O)(=O)NC2CCCCCC2)c(OC)c1
9%,3%,-1%,-4%,?,-16%,-3%,22%[57.1 µM],-2%,O=C(c1ccccc1)N1CCN(C(=S)NCc2ccco2)CC1
24%,-7%,-7%,-1%,-15%,-6%,-3%,-15%,7%,Cc1[nH]c(=S)[nH]c(=O)c1CCCO
27%,-11%,-8%,-3%,9%,-18%,-2%,0%,-14%,COCCN(C(=S)Nc1cccc(C)c1C)C(C)c1ccco1 (stereo unspecified)
26%,nt,2%,-2%,4%[57.4 µM],10%,2%,27%,nt,COc1ccccc1C(=O)Nn1cnc2ccccc2c1=O
33%,2%,9%,1%,165%[activator],5%,0%,16%,0%,O=C(CN1C(=O)NC2(CCc3ccccc32)C1=O)NCC(=O)Nc1ccc(F)cc1 (stereo unspecified)
30%,7%,-13%,10%,0%,0%,-9%,2%,-1%,Cc1ccc(S(=O)(=O)N2CCOCC2)cc1C(=O)N1CCN(S(=O)(=O)c2cccs2)CC1
33%,8%,25µM*,6%,?,17%,1%,-20%[57.1 µM],1%,COc1ccc(/C=N/Nc2nc(C)cc(=O)[nH]2)cc1OC
?,0%,22µM*,-3%,-29%,-14%,1%,11%,i,Fc1ccc(CN2CCN(C(c3ccccc3)c3ccccc3)CC2)cc1
18%,-1%,-16%,-17%,?,-22%,3%,24%,-5%,O=C(OCC(=O)N1CCCCC1)c1ccc2c(c1)C(=O)N(Cc1ccco1)C2=O
-6%,6%,-19%,?,4%,-6%,9%,40%[activator],-3%,COc1ccc(N(C)S(=O)(=O)c2cccc(C(=O)OCC(=O)N(C)c3ccccc3)c2)cc1
39%[57 µM],0%,3%,-2%,-23%,-14%,5%,37%[activator][57.1 µM],0%,CCCCOc1ccc(C(=O)NCCc2sc(-c3cccc(F)c3)nc2C)cc1
-8%,-3%,?,0%,-56%,-19%,3%,14%,-7%,N/C(=N\N=C/c1ccc(F)cc1)N/N=C\c1ccc(F)cc1
24%,-11%,-5%,7%,23%,-4%,2%,10%,-5%,CCCC(=O)NC(Nc1cccc(C(F)(F)F)c1)C(Cl)(Cl)Cl (stereo unspecified)
24%,14%,-4%,-9%,0%,40%,6%,-3%,-1%,COc1cccc(C(=O)NN2CCOCC2)c1

Profiles as entered above:
N/C(=N\N=C/c1ccc(F)cc1)N/N=C\c1ccc(F)cc1 as listed: HP1b chromo inh: -8%; ERG Ets-DNA blk: -3%; JMJD2A Tudor inh: ?; Pin1 inh: 0%; 12-LOX inh: -56%; RGS4 inhibitor: -19%; GLS inhibitor: 3%; TrxR1 inh: 14%; Tb PGK inh: -7%
CCCC(=O)NC(Nc1cccc(C(F)(F)F)c1)C(Cl)(Cl)Cl (stereo unspecified) as listed: HP1b chromo inh: 24%; ERG Ets-DNA blk: -11%; JMJD2A Tudor inh: -5%; Pin1 inh: 7%; 12-LOX inh: 23%; RGS4 inhibitor: -4%; GLS inhibitor: 2%; TrxR1 inh: 10%; Tb PGK inh: -5%

Only part of the results is shown; rates above refer to the full screens.
